Assay outcomes from PubChem BioAssay.
HTRA1 inhibitor: HTRA1 serine protease inhibitors, primary screen, biochemical, fluorescence polarization, HTS; 340,000 tested, 0.5% active; Q92743; recombinant HTRA1, FP-rhodamine activity-based probe; inhibition, % at 5.96 µM; in the data active means inhibition above about 36%;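 further: 0% = enzyme with DMSO and 100% = wells lacking enzyme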
rCAG binder: binders of r(CAG) RNA repeats, primary screen, biochemical, fluorescence. r(CAG) RNA repeat, TO-PRO-1 dye displacement fluorescence. inhibition, % at 3 µM. 370,000 tested, 1.3% active;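 active means inhibition above the plate cutoff, the mean of all test compounds on that plate plus 3 SD, cut at about 35% in these data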;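 further: 0% = DMSO alone and 100% = 100 µM mitoxantrone as full dye displacement; higher means more dye released from RNA so lower well fluorescence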
GC-B act: human GC-B receptor activators, primary screen, HEK293 GC-B cells, cGMP TR-FRET, EC30 CNP | 370,000 tested, 0.11% active | Atrial natriuretic peptide receptor 2 (Homo sapiens), P20594 | activation, % at 10 µM | AID 1920062, 2024 | 0% at EC30 CNP, 100% saturating CNP;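 active means activation at 10 µM reaching about 35% in either raw or pattern-adjusted values, limit read from the data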
UHRF1 binding: UHRF1 methylated DNA binding inhibitors, primary screen, counter-screen for MBD2 inhibitor project, biochemical, TR-FRET, human UHRF1, single concentration | UHRF1 binding to methylated oligo | inhibition, % at 4.4 µM | 370,000 tested, 0.75% active | AID 687016, 2013; in the data active means inhibition above about 21%;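 further: UHRF1 SRA domain binding a hemimethylated CpG hairpin DNA probe; 0% = median of test compound wells and 100% = reference inhibitor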
MBD2 inh: inhibitors of MBD2 binding to methylated DNA, primary screen, biochemical, TR-FRET, DNA-binding domain, human; inhibition, % at 4.4 µM; MBD2 binding to methylated oligonucleotide; AID 686964, 2013; 370,000 tested, 0.31% active; Methyl-CpG-binding domain protein 2 (Homo sapiens), Q9UBB5; in the data active means inhibition above about 13%
Target sequence (Q9UBB5 whole entry, looked up, the tested form may be a part): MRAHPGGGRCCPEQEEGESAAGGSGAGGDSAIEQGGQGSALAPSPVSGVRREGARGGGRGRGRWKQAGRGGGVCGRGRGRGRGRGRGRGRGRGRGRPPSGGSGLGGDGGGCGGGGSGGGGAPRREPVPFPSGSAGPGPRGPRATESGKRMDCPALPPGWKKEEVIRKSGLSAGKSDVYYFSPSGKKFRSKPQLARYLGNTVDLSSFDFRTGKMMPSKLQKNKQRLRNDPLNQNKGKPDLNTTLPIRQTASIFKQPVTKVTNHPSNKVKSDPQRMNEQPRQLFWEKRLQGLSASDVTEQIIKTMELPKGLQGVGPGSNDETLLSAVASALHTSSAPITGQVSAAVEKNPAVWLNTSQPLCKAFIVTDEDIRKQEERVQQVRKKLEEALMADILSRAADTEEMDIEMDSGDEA
TCR-CD3 inh: inhibitors of human TCR-CD3 interaction, primary screen, biochemical, fluorescence, TAMRA-labeled TCR probe | inhibition, % at 9.4 µM | T-cell receptor (TCR) | 360,000 tested, 0.37% active; in the data active means inhibition above about 19%;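 further: recombinant mutant TCR 2C K166C tagged with TAMRA read by polarization; 0% = receptor in buffer alone and 100% = receptor with positive control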
SIAE primary: human SIAE inhibitors, primary screen, biochemical, fluorescence polarization, FP-Rh probe, 1536-well HTS; Sialate O-acetylesterase (Homo sapiens), Q9HAT2; SIAE FP-Rh probe binding; inhibition, % at 9.66 µM; 370,000 tested, 0.69% active; AID 1053197, 2014;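 active means inhibition above a cutoff: mean of compounds within the control limits plus 3 SD of those, cut at about 17% in these data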;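 further: 0% = plate median of compound wells and 100% = probe without SIAE protein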
Target sequence (Q9HAT2 whole entry, looked up): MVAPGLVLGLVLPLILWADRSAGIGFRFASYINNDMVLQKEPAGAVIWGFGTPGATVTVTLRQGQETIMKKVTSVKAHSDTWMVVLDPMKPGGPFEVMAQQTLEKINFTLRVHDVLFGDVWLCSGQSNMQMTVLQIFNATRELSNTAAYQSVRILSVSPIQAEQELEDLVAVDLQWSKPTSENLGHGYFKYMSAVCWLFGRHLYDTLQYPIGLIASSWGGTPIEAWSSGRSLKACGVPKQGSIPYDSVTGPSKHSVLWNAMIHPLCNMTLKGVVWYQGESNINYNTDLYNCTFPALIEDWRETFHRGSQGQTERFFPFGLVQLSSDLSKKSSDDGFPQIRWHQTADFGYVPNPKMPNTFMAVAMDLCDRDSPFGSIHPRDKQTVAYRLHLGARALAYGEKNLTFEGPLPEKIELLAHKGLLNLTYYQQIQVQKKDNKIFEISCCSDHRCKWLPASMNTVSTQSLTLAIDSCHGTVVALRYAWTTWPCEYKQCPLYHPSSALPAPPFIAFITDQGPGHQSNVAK
ABHD4 inh: ABHD4 inhibitors, primary screen, biochemical, fluorescence polarization, mouse; (Lyso)-N-acylphosphatidylethanolamine lipase (Mus musculus), Q8VD66; purified mABHD4, FP-Rh probe fluorescence polarization; inhibition, % at 8.92 µM; 370,000 tested, 0.54% active; AID 720543, 2013;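 active means inhibition exceeding the mean over every tested compound plus 3 SD, cut at about 30% in these data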;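 further: 0% = plate median of compound wells and 100% = S159A mutant with DMSO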
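Assay system: mABHD4 protein; medium: HEPES pH 7.0, NaCl, Pluronic buffer; dosing: 8.92 µM, single dose; schedule: 45 min + 60 min at 25 °C; signal: FP readout, ex 525 nm / em 598 nm; read-out: normalized percent inhibition of probe labeling; repeats: single replicate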
NPR1 activator: GC-A stimulated cGMP production enhancers – HEK293 GC-A cells, cGMP TR-FRET, EC30 ANP, primary screen. Atrial natriuretic peptide receptor 1 (Homo sapiens), P16066. 0% at EC30 ANP, 100% saturating ANP. activation, % at 10 µM. 370,000 tested, 0.14% active. AID 1671463, 2021; in the data active means activation above about 40%
PRMT1 FP inh: PRMT1 methyltransferase inhibitors, primary screen, biochemical, fluorescence polarization | Protein arginine N-methyltransferase 1 (Homo sapiens), Q99873 | inhibition, % at 2.79 µM | 370,000 tested, 1.3% active | recombinant PRMT1, activity-based probe fluorescence polarization;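 active means inhibition above about 21% made by adding two undisclosed values, limit read from the data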
An asterisk follows results filed as active; nt = no result given. Some of the compounds tested; count on the stated rates, not on these rows.

SMILES	HTRA1 inhibitor	rCAG binder	GC-B act	UHRF1 binding	MBD2 inh	TCR-CD3 inh	SIAE primary	ABHD4 inh	NPR1 activator	PRMT1 FP inh
O=C(NNC(=O)c1n[nH]c(=O)c2ccccc12)c1ccc(Br)cc1	8	5	1	-2	1	-5	9	-5	-1	2
Cn1ccnc1SCC(=O)Nc1ccc(F)c([N+](=O)[O-])c1	-1	-5	-2	-2	1	4	-3	2	-3	-2
O=C(O)/C=C/C(O)c1ccc(Cl)cc1 (stereo unspecified)	6	1	-1	-1	2	7	3	-1	-1	-3
O=C(CSc1nc2ccccc2nc1N1CCCCC1)NCc1ccc(Cl)cc1Cl	nt	6	-8	-2	-6	nt	-2	-1	1	-4
CC(=O)c1cc(C#N)c(SCc2ccc([N+](=O)[O-])cc2)nc1C	-1	2	-3	-1	1	-1	1	1	0	1
O=S(=O)(c1cccc2ccccc12)n1nnc2ccccc21	nt	1	0	-1	-3	0	3	2	2	-3
CN1CCN(c2cc(=O)n(C3CCCCC3)c(=O)[nH]2)CC1	2	-1	1	1	6	-7	7	4	0	3
CN1C(=O)C(=O)N(c2cccc(C(F)(F)F)c2)C1=O	4	-1	5	-1	0	3	7	-2	7	-2
O=C(O)CCN1C(=O)C2C3CC(C2C1=O)C1C(c2ccccc2)c2sc(=O)n(-c4ccccc4)c2SC31 (stereo unspecified)	4	12	3	1	0	2	-4	-5	-1	3
CCOc1ccc(/C(O)=C2/C(=O)C(=O)N(c3ncccn3)C2c2ccc(Cl)cc2)cc1 (stereo unspecified)	nt	23	1	-2	0	1	0	0	6	2
CN(C)S(=O)(=O)c1c(Cl)cccc1Cl	2	-1	1	2	2	-3	-12	-3	0	-2
O=C(COC(=O)c1c[nH]c2ccccc12)NCc1ccccc1	1	0	6	1	3	2	1	4	4	4
Cc1cc2c(cc1C)NC(=O)CC(c1ccccc1)=N2	-5	1	1	-1	-3	0	-5	1	1	-2
CC1(NC(=S)Nc2ccccc2)CCS(=O)(=O)C1 (stereo unspecified)	nt	-1	4	-2	5	2	6	3	-3	-9
O=C(Nc1cccc(C(=O)N2CCOCC2)c1)c1cccnc1	1	3	0	6	2	-10	-1	-2	3	2
Cc1cc2oc(C(=O)N(Cc3ccco3)C3CCS(=O)(=O)C3)cc(=O)c2cc1Cl (stereo unspecified)	6	-1	2	-2	1	2	10	6	-4	-1
CC(NC(=O)CN(C)S(=O)(=O)c1ccc2c(c1)c(=O)n(C)c(=O)n2C)c1ccccc1 (stereo unspecified)	5	-1	2	2	6	-5	-6	3	-2	5
Cc1onc(-c2c(Cl)cccc2Cl)c1C(O)c1ccccc1 (stereo unspecified)	5	-2	-4	-2	3	3	-4	-4	3	3
Cc1ccc(OC(=O)c2ccc3c(=O)n4c(nc3c2)CCC4)cc1	-16	1	-1	2	6	0	-13	-13	2	-1
CCOCCCNCc1cc(Cl)cc(Cl)c1OCC	-1	-1	-11	2	-6	5	2	2	-10	-4
CCCCNC(=O)c1onc(CSc2cc(C)ccc2C)c1C(=O)O	1	22	4	-3	-2	3	-8	-15	0	3
Cc1ccc(/C=N/n2cc(-c3ccccc3)[nH]c2=S)s1	1	7	-8	-2	-4	-6	-1	7	-8	28*
C/C(=N/NC(=O)c1cc2ccccc2cc1O)C1C(=O)c2ccccc2C1=O	74*	100*	1	-5	-1	45*	21*	49*	-2	4
CC1CCCN(CCCOc2ccc([N+](=O)[O-])cc2)C1 (stereo unspecified)	2	-1	3	-3	1	4	4	1	-3	-2
Cc1ccsc1/C=N/NC(=O)Cn1nc(C)c([N+](=O)[O-])c1C	6	0	-10	-3	-7	-1	-1	0	-3	-5
CCOC(=O)c1cnn(-c2ccc(C(F)(F)F)cn2)c1N	-2	-2	2	1	-4	-1	3	10	1	2
CCC(C)[C@H](NC(=O)NCc1cccs1)C(=O)O (stereo partly specified)	0	6	7	-2	0	4	-3	-2	-1	3
COc1cc(C)c2c(c1OC)C(=O)CC2	6	1	4	7	2	5	0	5	2	0
C=CCOC(=O)C1=C[C@@H](C2CCCCC2)C[C@@H](OCc2ccc(CO)cc2)O1	-36	5	2	6	2	0	-2	-11	2	1
NC(=O)c1ccccc1[N+](=O)[O-]	7	0	-8	-3	1	8	-2	4	2	-4
CCOC(=O)C(CO)(NC(C)=O)C(=O)OCC	4	4	-1	4	-1	4	-4	0	3	2
Cc1ccc(N(CC(=O)NC(C)(C)C)C(=O)CNC(=O)c2cccs2)c(C)c1	3	1	2	4	1	2	3	-1	-4	3
O=C1/C(=C/c2cccnc2)SC(=S)N1c1ccccc1	3	4	-4	3	2	4	3	-4	4	7
C=CCN(C(=O)c1csnn1)C(C(=O)NC1CCCCC1)c1ccc(C)cc1 (stereo unspecified)	6	-5	-6	0	0	4	3	-2	-14	-5
COc1cc(C(C(=O)NC2CCCCC2)N(C(=O)c2snc(C(N)=O)c2N)c2ccc(C)cc2)ccc1O (stereo unspecified)	-10	16	-7	0	-6	7	7	-3	-27	3
CCCn1c(C)cc(C(=O)COC(=O)c2cc(=O)[nH]c3ccccc23)c1C	-13	1	4	0	-3	4	-16	0	2	-1
COC(=O)c1cc(-c2ccc(Cl)cc2)n(-c2ccc(S(N)(=O)=O)cc2)n1	2	0	-2	0	0	7	-2	-7	-6	-4
CC(Oc1ccc(Br)cc1)C(=O)Nc1ccc(S(=O)(=O)N(C)C2CCN(C)CC2)cc1 (stereo unspecified)	-5	-1	2	2	-2	-9	4	5	-7	2
Cc1ccc2c(CN3CCCCC3)cc(=O)oc2c1C	-8	0	11	1	-2	0	-5	-5	7	1
O=C(CCCCn1c(=O)[nH]c2ccsc2c1=O)NCC1CCCO1 (stereo unspecified)	-3	-2	-1	2	-3	9	0	2	1	-1
COc1ccccc1C=NN1CCCCCC1	nt	0	2	3	4	-3	4	-2	2	4
O=C(Cc1cccs1)N=Nc1c(O)[nH]c2ccccc12	-3	7	0	-4	-11	8	-1	-7	0	-6
CC(C)NC(=O)CSc1nc(-c2ccccc2)cs1	8	-4	3	1	-2	0	-5	1	5	0
CCCCOC(=O)N/N=C/C=C/c1ccccc1	-6	-9	2	0	3	7	8	-4	6	0
CN(C)Cc1cn(CCC(=O)O)c2ccccc12	5	0	-9	2	1	-2	-7	2	6	0
O=C(CN(CC1CCCO1)C(=O)CNS(=O)(=O)c1ccc(F)cc1)NC1CCCC1 (stereo unspecified)	3	-1	-1	2	4	-5	5	-7	-1	-2
O=C(Nc1cccc(-n2cnnn2)c1)c1cc(Cl)nc(Cl)c1	-26	5	-6	1	-6	-4	-7	0	-3	-3
COc1cccc(CNS(=O)(=O)c2ccccc2Br)c1	nt	4	-1	1	-1	2	-8	-1	3	-1
CCC(c1nnnn1CCOC)N1CCN(C(=O)c2ccco2)CC1 (stereo unspecified)	-2	-2	-8	-1	-2	5	4	7	2	1
CCOC(=O)C1(CC2CCCCO2)CCN(Cc2nc3ccccc3[nH]2)CC1 (stereo unspecified)	2	-6	9	2	5	-1	-1	3	1	3

Of the compounds above, two contain a furan ring, fused or not:
SMILES	HTRA1 inhibitor	rCAG binder	GC-B act	UHRF1 binding	MBD2 inh	TCR-CD3 inh	SIAE primary	ABHD4 inh	NPR1 activator	PRMT1 FP inh
Cc1cc2oc(C(=O)N(Cc3ccco3)C3CCS(=O)(=O)C3)cc(=O)c2cc1Cl (stereo unspecified)	6	-1	2	-2	1	2	10	6	-4	-1
CCC(c1nnnn1CCOC)N1CCN(C(=O)c2ccco2)CC1 (stereo unspecified)	-2	-2	-8	-1	-2	5	4	7	2	1

(cont.)
SMILES	HTRA1 inhibitor	rCAG binder	GC-B act	UHRF1 binding	MBD2 inh	TCR-CD3 inh	SIAE primary	ABHD4 inh	NPR1 activator	PRMT1 FP inh
Cc1ccc(OCCn2c3ccccc3n3nc(C)c(=O)nc23)cc1	-3	-2	-4	-2	-7	10	-5	0	-7	-3
CCN(CC)c1nc(-c2ccccn2)nc(-c2ccccc2)c1C#N	-5	-4	-2	-5	-3	-8	-3	-19	2	-2
CCC(=O)Nc1ccc(C(=O)Cn2nc(C(=O)O)c3ccccc3c2=O)cc1	nt	19	-2	8	13	3	7	-2	2	2
CN(C)Cc1c(O)ccc2c3c(c(=O)oc12)CCCCC3	0	2	8	-2	-2	10	0	13	7	4
COc1ccc(OCC(=O)Nn2c(-c3ccc(OC)cc3)nc3ccccc3c2=O)cc1	-3	1	0	-1	1	11	-9	-4	1	1
O=C(Cn1cnc2ccccc2c1=O)N1CCN(Cc2ccccc2)CC1	2	1	4	2	-5	6	5	0	3	0
CN(CCc1ccccc1)C(=O)c1cc(COc2cccc(C(F)(F)F)c2)on1	-31	-6	-1	1	4	-2	-1	-10	-4	5
COC(=O)[C@@]12CCCCN1[C@H](c1ccc(-c3ccc(OC)cc3)c(OC)c1)[C@@H]1C(=O)N(C)C(=O)[C@@H]12	-4	0	4	-1	2	2	6	-5	1	0
O=C(NC(=S)Nc1ccc(F)cc1)C1CCCCC1	-7	-2	-4	-2	0	6	2	-5	6	0
COCCCNC(=O)CSc1nc2c(sc(=S)n2-c2cc(Cl)ccc2OC)c(=O)[nH]1	5	21	0	2	3	-8	-12	3	5	4

Records above that bear a hit mark in TCR-CD3 inh.
Structure | HTRA1 inhibitor | GC-B act | MBD2 inh | TCR-CD3 inh | SIAE primary | NPR1 activator | PRMT1 FP inh
C/C(=N/NC(=O)c1cc2ccccc2cc1O)C1C(=O)c2ccccc2C1=O | 74* | 1 | -1 | 45* | 21* | -2 | 4

More records follow:
SMILES	HTRA1 inhibitor	rCAG binder	GC-B act	UHRF1 binding	MBD2 inh	TCR-CD3 inh	SIAE primary	ABHD4 inh	NPR1 activator	PRMT1 FP inh
COc1ccc(/C=C2\Oc3cc(OC(=O)N4CCOCC4)ccc3C2=O)c(OC)c1	-3	7	-3	-5	1	6	-17	-2	23	-4
O=C(CSc1nnc(NC(=O)c2c(F)cccc2F)s1)Nc1ccc(F)cc1	0	7	2	2	5	-4	5	-7	-1	-3
CCn1nnnc1NCc1ccc(OCc2ccc(F)cc2Cl)c(OC)c1	-7	-1	-3	-2	-5	-3	-6	-6	4	-4
Nc1nnc(CC(=O)N/N=C/c2ccc(-c3ccc(F)cc3)o2)s1	nt	6	-6	0	0	-4	1	-1	-4	5
COc1ccc(-c2cn3c(C)c(C(=O)NCc4ccc5c(c4)OCO5)sc3n2)cc1	-1	0	1	-4	2	10	-1	0	-5	1
Cc1ccc(SCc2nc(-c3ccncc3)no2)cc1	6	-6	-3	6	5	-9	-1	-10	-5	1
O=C(CSc1n[nH]c(-c2cccnc2)n1)Nc1ccccc1[N+](=O)[O-]	-2	5	-7	-2	-2	4	9	1	-3	-3
CN(c1ccccc1)S(=O)(=O)c1ccc(C(=O)Nc2cccc(S(=O)(=O)N3CCOCC3)c2)cc1	-21	12	-6	1	5	-1	-33	-26	2	1
COc1cc(OC)cc(C(=O)N2CCN(C(=O)c3cccnc3)CC2)c1	-2	-2	1	-1	-5	-4	0	0	-1	0
Cc1cc(C)c(-c2csc(NC(=O)CCCc3nc4ccccc4c(=O)[nH]3)n2)c(C)c1	-31	4	0	-1	1	9	-12	-14	-1	2
